Screening data from PubChem.
CCHFV vOTU inh: blocks the CCHF virus ovarian tumor domain protease; CCHFV vOTU protease, Pep-AMC fluorescence; inhibition, % at 11.5 µM; hit rate 0.55% among 370,000; further: 0% = vehicle wells with enzyme and 100% = no enzyme wells
Rv3671c inh: Rv3671c (M. tuberculosis) protease inhibition. P9WHR9. inhibition, % at 5.96 µM. hit rate 0.048% among 320,000; in the data active means inhibition above about 38%;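 further: extracellular domain of Rv3671c used as enzyme; 0% = enzyme with DMSO and 100% = no enzyme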
Target sequence (P9WHR9 whole entry, looked up, the tested form may be a part): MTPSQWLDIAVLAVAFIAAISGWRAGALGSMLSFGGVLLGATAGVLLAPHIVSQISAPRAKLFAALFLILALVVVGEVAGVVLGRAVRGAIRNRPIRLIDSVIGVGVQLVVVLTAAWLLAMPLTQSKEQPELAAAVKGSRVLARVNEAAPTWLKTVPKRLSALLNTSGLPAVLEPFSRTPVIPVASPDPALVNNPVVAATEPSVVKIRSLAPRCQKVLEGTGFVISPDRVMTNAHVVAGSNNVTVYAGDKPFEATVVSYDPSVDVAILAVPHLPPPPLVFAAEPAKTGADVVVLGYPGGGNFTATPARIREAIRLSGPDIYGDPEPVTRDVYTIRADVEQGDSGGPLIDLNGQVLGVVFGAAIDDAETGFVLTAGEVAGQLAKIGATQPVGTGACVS
DUSP3 inh: DUSP3 (human) phosphatase inhibition; recombinant VHR phosphatase, pNPP absorbance; inhibition, % at 13.3 µM; P51452; hit rate 0.52% among 290,000; in the data active means inhibition above about 50%; further: some compounds called inactive have numbers as strong as hits
Target sequence (P51452 whole entry, looked up): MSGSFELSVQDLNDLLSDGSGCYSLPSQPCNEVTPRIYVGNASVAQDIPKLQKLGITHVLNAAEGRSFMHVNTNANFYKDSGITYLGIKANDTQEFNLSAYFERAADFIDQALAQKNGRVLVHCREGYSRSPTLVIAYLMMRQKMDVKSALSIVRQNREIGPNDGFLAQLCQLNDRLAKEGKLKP
MazF activator: increases E. coli MazEF RNase cleavage of RNA; P0AE70; FAM/BHQ RNA-DNA oligo cleavage fluorescence, 5 h; activation, % at 20 µM; hit rate 0.32% among 350,000; in the data active means activation above about 50%
Target sequence (P0AE70 whole entry, looked up): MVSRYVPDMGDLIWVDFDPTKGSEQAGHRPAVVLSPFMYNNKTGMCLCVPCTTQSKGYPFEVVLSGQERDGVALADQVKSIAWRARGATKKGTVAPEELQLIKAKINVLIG
Mtb BioA inh: inhibitors of Mycobacterium tuberculosis BioA enzyme | purified M. tuberculosis BioA enzyme, plate reader | inhibition, % at 9.99 µM | hit rate 0.096% among 360,000 | AID 602481; in the data active means inhibition above about 40%; inconclusive means no clear call, values can overlap the other calls
FadD28 binding: blocks FadD28 binding to the bisubstrate probe; AID 588549; hit rate 0.22% among 360,000; fluorescence polarization; inhibition, % at 12.5 µM; in the data active means inhibition above about 8.5%, passing the limit was not always enough; inconclusive means no clear call, values can overlap the other calls
GDH-TPI inh: inhibits GDH-TPI coupling enzymes, artifact for Mtb FBA screen; hit rate 1.2% among 360,000; inhibition, % at 4.8 µM; GDH-TPI coupled enzyme counterscreen, NADH absorbance;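 further: 0% = DMSO wells and 100% = wells lacking the enzyme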
BoNT F protease: blocks Botulinum neurotoxin F light chain protease; inhibition, % at 10 µM; AID 588497; hit rate 0.22% among 360,000; Multiplex microsphere protease cleavage assay, flow cytometry; in the data active means inhibition above about 35%, passing the limit was not always enough; inconclusive means no clear call, values can overlap the other calls; further: plate controls were buffer without enzyme for full effect and enzyme alone for no effect
Mtb FBA inh: inhibits M. tuberculosis FBA enzyme; purified M. tuberculosis FBA, fluorescence read-out; hit rate 2.3% among 360,000; P9WQA3; inhibition, % at 1 µM; in the data active means inhibition above about 27%;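 further: 0% = vehicle and 100% = reference inhibitor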
UGM FP inh: Mtb UDP-galactopyranose mutase inhibition; P9WIQ1; purified UGM, fluorescence polarization probe displacement; inhibition, % at 10 µM; hit rate 0.06% among 320,000; AID 504406; in the data active means inhibition above about 10%, passing the limit was not always enough; inconclusive means no clear call, values can overlap the other calls
* = called active by the depositor; ? = inconclusive; / = no result given. Unless noted, no stated cut-off is given here; in the data, active means inhibition above about 30%; inactive means the rest.

no. | molecule | CCHFV vOTU inh | Rv3671c inh | DUSP3 inh | MazF activator | Mtb BioA inh
1 | O=C(Nc1ccccc1Cl)Nn1cnnc1 | 4 | / | 14 | 1 | -1.7
2 | CCN(CC)c1ccc(C(=O)N/N=C/c2ccccc2OC(F)F)cc1 | 6 | 11 | 20 | 8 | /
3 | Cc1ccc(S(=O)(=O)Nc2c(NC3CCCCC3)c3ccccc3oc2=O)cc1 | 9 | -19 | 19 | 0 | -1.4
4 | c1ccc(-n2ncc3c(NCc4cccs4)ncnc32)cc1 | 0 | -6 | -5 | 7 | -3.5
5 | N#Cc1ccc(Oc2c(Cl)cncc2Cl)cc1 | -14 | -4 | 21 | -10 | -0.2
6 | Cc1c(-n2c(CN3C(=O)c4ccccc4C3=O)nc3ccccc3c2=O)c(=O)n(-c2ccccc2)n1C | 10 | -3 | / | 8 | -0.1
7 | CSc1nc(-c2ccccc2)nc(N2CCCC2)c1C(C)=O | 6 | -2 | 0 | 2 | /
8 | COc1ccc(Cc2nnc(NC(=O)c3ccc(OC)c(OC)c3)s2)cc1 | -5 | -3 | 11 | 1 | -0.2

no. | FadD28 binding | GDH-TPI inh | BoNT F protease | Mtb FBA inh | UGM FP inh
1 | -0.3 | 4 | -2 | 3 | 2.1
2 | -1.3 | 24 | -5 | -2 | -2.8
3 | 0.6 | 8 | 15 | 7 | -1.5
4 | -2.3 | 5 | 8 | 1 | 0.1
5 | -1.4 | 8 | 19 | 1 | 1.6
6 | -1.1 | 0 | -1 | -1 | -6.0
7 | -2.2 | 19 | -3 | 0 | -1.3
8 | -2.4 | 12 | ? | 2 | -1.2

Entries 1–3, quoted:
no. | molecule | CCHFV vOTU inh | Rv3671c inh | DUSP3 inh | MazF activator | Mtb BioA inh
1 | O=C(Nc1ccccc1Cl)Nn1cnnc1 | 4 | / | 14 | 1 | -1.7
2 | CCN(CC)c1ccc(C(=O)N/N=C/c2ccccc2OC(F)F)cc1 | 6 | 11 | 20 | 8 | /
3 | Cc1ccc(S(=O)(=O)Nc2c(NC3CCCCC3)c3ccccc3oc2=O)cc1 | 9 | -19 | 19 | 0 | -1.4

no. | FadD28 binding | GDH-TPI inh | BoNT F protease | Mtb FBA inh | UGM FP inh
1 | -0.3 | 4 | -2 | 3 | 2.1
2 | -1.3 | 24 | -5 | -2 | -2.8
3 | 0.6 | 8 | 15 | 7 | -1.5

Returning to the listing, repeating the five entries before the break.
no. | molecule | CCHFV vOTU inh | Rv3671c inh | DUSP3 inh | MazF activator | Mtb BioA inh
4 | c1ccc(-n2ncc3c(NCc4cccs4)ncnc32)cc1 | 0 | -6 | -5 | 7 | -3.5
5 | N#Cc1ccc(Oc2c(Cl)cncc2Cl)cc1 | -14 | -4 | 21 | -10 | -0.2
6 | Cc1c(-n2c(CN3C(=O)c4ccccc4C3=O)nc3ccccc3c2=O)c(=O)n(-c2ccccc2)n1C | 10 | -3 | / | 8 | -0.1
7 | CSc1nc(-c2ccccc2)nc(N2CCCC2)c1C(C)=O | 6 | -2 | 0 | 2 | /
8 | COc1ccc(Cc2nnc(NC(=O)c3ccc(OC)c(OC)c3)s2)cc1 | -5 | -3 | 11 | 1 | -0.2
9 | Cc1ccc(Cn2c(N)nc3ccccc32)cc1 | -11 | 0 | 13 | -1 | -2.4
10 | CCOc1cc(/C=C2\C(=O)NC(=O)N(C)C2=O)cc([N+](=O)[O-])c1O | -12 | -13 | 4 | 5 | -1.0
11 | O=C(c1cccc(N2C(=O)C3C4C=CC(C4)C3C2=O)c1)N1CCCc2ccccc21 (stereo not given) | -8 | -7 | 20 | -3 | -1.3
12 | COC(=O)c1sccc1NC(=S)Nc1ccccc1 | 10 | 4 | -11 | -2 | /
13 | Cc1ccc(Sc2nc(-c3ccccc3)nnc2C(F)(F)F)cc1 | 0 | -4 | 11 | 0 | /
14 | O=C(/C=C/c1cccc([N+](=O)[O-])c1)Nc1ccccn1 | 4 | 2 | 11 | 6 | 0.1
15 | COc1ccc(S(=O)(=O)N2CCOCC2)cc1NC(=O)Cc1ccc(F)cc1 | 1 | / | / | 3 | -1.0
16 | CCOC(=O)c1c(C)n(-c2ccc(OC)cc2)c2c(C/C(C)=N/O)c(Br)c(OC)c(O)c12 | -2 | 2 | 17 | -2 | 0.1

no. | FadD28 binding | GDH-TPI inh | BoNT F protease | Mtb FBA inh | UGM FP inh
4 | -2.3 | 5 | 8 | 1 | 0.1
5 | -1.4 | 8 | 19 | 1 | 1.6
6 | -1.1 | 0 | -1 | -1 | -6.0
7 | -2.2 | 19 | -3 | 0 | -1.3
8 | -2.4 | 12 | ? | 2 | -1.2
9 | 0.5 | 12 | 2 | 3 | -4.0
10 | 0.3 | 14 | -4 | -9 | 1.6
11 | -3.6 | -3 | -4 | 1 | -0.4
12 | 0.6 | 8 | -2 | -1 | 5.8
13 | -4.0 | -12 | -7 | 1 | -2.7
14 | -4.3 | -3 | -4 | -3 | 0.8
15 | -0.6 | 9 | 8 | 3 | /
16 | -1.3 | 10 | -7 | -2 | /

New compounds follow.
no. | molecule | CCHFV vOTU inh | Rv3671c inh | DUSP3 inh | MazF activator | Mtb BioA inh
17 | Cc1cc(NC(=O)C(C)SCC(=O)OCC(=O)Nc2c(C)cccc2C(C)C)no1 (stereo not given) | -2 | -7 | / | 1 | -1.7
18 | COc1ccc2[nH]c(C)c(C(=O)CN3CCc4cc(OC)c(OC)cc4C3)c2c1 | 2 | 3 | 15 | 6 | 5.1
19 | CN1CCN(C(=S)NC(=O)c2ccccc2Br)CC1 | 12 | 0 | 36 | -3 | 2.5
20 | COc1ccc(/C=C2/NC(=O)CNC2=O)cc1 | -5 | -9 | 2 | 9 | -0.9
21 | Cc1cc(-c2ccc(S(=O)(=O)N3CCc4ccccc4C3)s2)on1 | -19 | 1 | 13 | -3 | 0.0
22 | CCCC/C(C)=N/NC(=O)CN(c1ccc(Br)cc1)S(=O)(=O)c1ccccc1 | -14 | -6 | -1 | 0 | 0.4
23 | CC1(C)C[C@@H]2C[C@@](C)(CN2C(=O)c2cc(COc3cccc(C(F)(F)F)c3)on2)C1 | 5 | -1 | 5 | 0 | -0.8
24 | CCOC(=O)c1cnc2nc(N3CCOCC3)nn2c1N | 13 | 2 | 23 | 0 | /
25 | CCCc1cnc(N2CCN(S(=O)(=O)c3cccs3)CC2)nc1 | 2 | -3 | 4 | -6 | -2.0
26 | COc1ccc2cc(N3CCCC3=O)ccc2c1 | 7 | / | / | 6 | -0.6

no. | FadD28 binding | GDH-TPI inh | BoNT F protease | Mtb FBA inh | UGM FP inh
17 | 0.1 | -3 | 5 | 1 | -2.9
18 | -4.1 | 0 | 7 | -8 | 0.2
19 | -0.9 | 12 | -4 | 0 | -0.3
20 | -1.5 | 9 | -19 | -1 | -0.6
21 | / | 3 | -14 | 1 | -0.8
22 | 0.4 | 4 | -1 | -1 | 0.5
23 | -0.6 | 2 | -1 | 0 | -0.7
24 | -0.6 | 8 | -4 | 6 | 1.4
25 | -1.5 | 2 | 0 | 0 | -4.3
26 | -1.8 | 3 | -2 | -1 | /
